GPR151 ag: human GPR151 activation; Q8TDV0; PathHunter beta-arrestin GPR151 cells, luminescence; activation, % at 11.2 µM; 1% of 650,000 active; in the data active = activation above about 4.9%;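 also: 0% = median of compound wells and 100% = cells with positive control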
Target sequence (Q8TDV0 whole entry, looked up): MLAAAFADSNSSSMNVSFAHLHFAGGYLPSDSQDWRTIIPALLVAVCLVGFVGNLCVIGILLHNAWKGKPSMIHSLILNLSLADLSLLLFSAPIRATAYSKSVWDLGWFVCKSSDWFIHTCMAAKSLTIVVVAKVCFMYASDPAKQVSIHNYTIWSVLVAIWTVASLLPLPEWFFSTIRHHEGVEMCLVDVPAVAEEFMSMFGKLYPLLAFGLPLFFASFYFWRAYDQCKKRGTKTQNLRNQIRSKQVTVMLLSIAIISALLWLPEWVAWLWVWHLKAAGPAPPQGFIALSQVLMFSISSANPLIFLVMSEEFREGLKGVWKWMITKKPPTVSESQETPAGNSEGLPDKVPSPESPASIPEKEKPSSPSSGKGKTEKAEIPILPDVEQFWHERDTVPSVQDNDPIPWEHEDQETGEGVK
FBW7 act: human FBW7 E3 ligase activation, primary screen; AlphaScreen FBW7–phospho-cyclin E peptide binding, activator screen; 0.13% of 650,000 active; AID 1259310; Q969H0; normalized activity (activation), % at 26.1 µM; in the data active = normalized activity above about 1.9%;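 also: purified mutant Fbw7 with reduced substrate affinity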
TEAD-YAP inh: TEAD-YAP interaction inhibition; HEK-TIYL cells, TEAD-Gal4/YAP UAS-luciferase luminescence; inhibition, % at 9.12 µM; 1.4% of 640,000 active; AID 1259422; in the data active = inhibition above about 32%;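 also: 0% = median of test compound wells and 100% = reference inhibitor wells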
MITF primary: human MITF inhibition, primary screen. AlphaScreen MITF homodimerization, bead proximity signal. inhibition, % at 2.6 µM. 0.91% of 650,000 active; in the data active = inhibition above about 50%;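 also: 0% = vehicle wells with protein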
Target sequence (O75030 whole entry, looked up): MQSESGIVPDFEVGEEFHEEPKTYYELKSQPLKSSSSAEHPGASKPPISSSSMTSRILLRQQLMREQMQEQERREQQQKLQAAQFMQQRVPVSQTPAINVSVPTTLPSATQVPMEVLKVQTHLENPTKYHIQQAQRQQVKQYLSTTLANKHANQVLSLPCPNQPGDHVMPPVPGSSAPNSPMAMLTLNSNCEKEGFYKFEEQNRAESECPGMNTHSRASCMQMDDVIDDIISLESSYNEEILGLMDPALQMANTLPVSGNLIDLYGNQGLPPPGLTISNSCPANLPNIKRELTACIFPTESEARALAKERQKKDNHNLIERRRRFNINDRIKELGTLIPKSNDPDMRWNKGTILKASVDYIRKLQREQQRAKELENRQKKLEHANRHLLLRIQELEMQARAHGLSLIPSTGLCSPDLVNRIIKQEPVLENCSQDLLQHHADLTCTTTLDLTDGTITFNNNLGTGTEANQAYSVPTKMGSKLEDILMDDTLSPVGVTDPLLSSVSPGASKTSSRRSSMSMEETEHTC
Numbers without * were called inactive; & = joins results of further samples. Hits appear at their usual frequency; 3.4% or so of the library scored in one or more.

compound,GPR151 ag,FBW7 act,TEAD-YAP inh,MITF primary
O=C(Cc1cccc2ccccc12)N/N=C/c1ccccc1F,0.3,0.2,14,10
CC(C)C(=O)NC(c1ccc2c(c1)OCO2)c1cc(Cl)c2cccnc2c1O (stereo unspecified),-1.7,0.3,14,21
CCCCCc1ccc(-c2ccc(C34CCC(CC)(CC3)CC4)cc2)nc1,-0.2,0.0,11,0
COc1cc(/C=N/N=C2/NC(=O)C(CC(=O)Nc3ccc(C)c(Cl)c3)S2)ccc1O (stereo unspecified),-1.2,-0.1,-4,-15
CC(Oc1ccc(Cl)cc1)C(=O)Nc1nc2ccccc2[nH]1 (stereo unspecified),-0.4,-0.1,-2,3
CCC1=NN2C(=N)/C(=C/c3cc(Cl)c(OCCOc4cc(C)cc(CC)c4)c(OC)c3)C(=O)N=C2S1,0.9,0.5,-6,11
CCOC(=O)N1CCN(C(=S)Nc2ccc(C)cc2C)CC1,-0.9,-0.1,0,-7
N#C/C(=C/c1ccc(C#N)cc1)c1cccc(F)c1,-0.1,-0.1,-2,-2
CC(C)[C@H](NC(=O)Cc1ccccc1)C(=O)OCC(=O)Nc1ccccc1OC(F)F,0.1,0.2,1,6
COC(=O)c1ccc(/C=N/Nc2ccc3ccccc3n2)cc1,1.6,-0.1,-7,4
C=CCOc1ccc(CNC(C)c2ccccc2)cc1OC (stereo unspecified),-0.7,0.2,12,10
O=C(Nc1ccc(Oc2ccc(NC(=O)C(F)(F)F)cc2)cc1)C(F)(F)F,0.7,-0.1,7,8
CCOc1ccc(NC(=O)c2c(NCc3cccc(OC)c3)sc3c2CCC3)cc1,0.2,0.0,1,-8
COc1ccc(CNc2cc(-c3ccccc3)ncn2)cc1,1.8,-0.1,-3,-4
Cc1nc(SCCOc2ccccc2)[nH]c(=O)c1C,0.9,0.0,-6,-9
O=C(NCc1ccco1)c1ccc(S(=O)(=O)N2CCc3ccccc3C2)cc1,-0.5,-0.1,-2,8
O=C1NC(=O)N(C2CCCCC2)C(=O)/C1=C\C=C\c1ccccc1,0.3,-0.2,5,-2
Cc1c(C(=O)Nc2cccc(Cl)c2)sc2ncn(Cc3ccccc3F)c(=O)c12,0.3,-0.1,10,3
Cc1ccc(Cl)cc1N(CC(N)=O)S(C)(=O)=O,0.2,0.3,5,-5
CNC(=O)NC(=O)C(C)N1CCc2ccccc2C1 (stereo unspecified),-0.5,0.1,9,3
CSc1ccc(NC(=O)N2CCC(n3nnc4cc(F)ccc43)CC2)cc1,-0.5,0.3,-3,0
Cc1ccc([N+](=O)[O-])c(OCCN2C(=O)NC(C)(C)C2=O)c1,-0.7,0.2,0,17
c1ccc(CNc2ncnc3nc(-c4ccccc4)[nH]c23)cc1,-1.1,-0.2,0,1
O=S(=O)(NCc1ccco1)N1CCCCC1,0.6,0.4,3,23
CCN(CC)S(=O)(=O)c1ccc(NC=C(C#N)C#N)cc1,0.2,0.3,6,12
O=C(c1cccc(S(=O)(=O)N2CCCC2)c1)c1nnc(-c2ccncc2)o1,8.2*,0.0,-1,4
CCOC(=O)c1sc(NC(=O)c2ccc(SC)cc2OC)c(C#N)c1C,-1.7,0.4,4,9
O=C(Nc1cc(C(F)(F)F)ccc1F)C1CCC1,2.2,0.1,4,17
O=C1N[C@@H](CO)C(=O)N2CCN(C(=O)c3ccc(C(F)(F)F)cc3)C[C@H]12,0.2,0.0,-3,-13
CCOCc1c(C)cc(C)c(C=C(C#N)C#N)c1C,0.1,0.1,2,-12
COC(=O)C1=C(C)NC2=C(C(=O)CC(C)(C)C2)C1c1cc(Cl)c(O)c(OC)c1 (stereo unspecified),-0.4&-0.2,0.0&0.2,12&4,-6&9
CC(=O)Nc1c(C)cc(Br)cc1C,0.4,-0.1,4,3
CCn1c(N2CCC(C(=O)NCCc3ccc(F)cc3)CC2)nc2ccccc21,0.2,0.9,5,-2
O=C(N/N=C1\CCSC1)C(c1ccccc1)c1ccccc1,-0.5,-0.1,-2,12
COc1cc2c(cc1OC)n(CC(=O)N1CCCCCC1)n1c(C)cc(=O)nc21,-0.3,-0.2,0,3
Cc1ccc(C2CC(C(F)(F)F)n3ncc(C(=O)Nc4ccc5c(c4)CCC5)c3N2)cc1 (stereo unspecified),0.0,0.0,-9,-10
CCc1ccc2[nH]c3nc(N/N=C/c4ccc(O)cc4)nnc3c2c1,2.3,-0.1,-5,-2
COc1ccc(/C=N/n2cnnc2)cc1CN1C(=O)c2ccccc2C1=O,1.0,0.1,6,11
CC(C)C(=O)Nc1ccc(SCCN(C(C)C)C(C)C)nn1,-0.9,-0.1,3,-12
COCCNC(=O)CCNC(=O)c1ccc(OC)c(OC)c1,-0.6,0.3,14,3
CCC(=O)N1CCN(c2cc(C)ccc2C)CC1,-0.8,-0.3,-9,0
c1ccc(OCCCCn2nnc(-c3cccnc3)n2)cc1,-0.8,0.6,2,12
CCCCNC(=O)CC(NS(=O)(=O)c1ccc(Br)cc1)c1cccs1 (stereo unspecified),0.0,0.3,7,7
CC(=O)NCCc1c[nH]c2ccc(C)cc12,0.3,-0.1,6,1
O=C(Nc1ccc(Cl)cc1Cl)c1cc2n(n1)C(C(F)(F)F)CC(c1ccc(Cl)cc1)N2 (stereo unspecified),0.5,0.0,-2,3
Cc1nc2ccc(N)cc2c(=O)n1CC(=O)Nc1ccccc1C(F)(F)F,-0.9,0.2,-4,15
CCOc1ccc(/C=C2/Oc3ccc(C(=O)OC)cc3C2=O)cc1OCC,-0.9,-0.1,-5,2
OCCn1c(-c2ccc(Br)cc2)cn2c(-c3ccccc3)c(-c3ccccc3)nc12,1.3,0.5,-4,19
COc1cccc(/C=N/NC(=S)NC(C)C)c1,-0.2,0.0,11,2
Cc1cccc(N2N=C(C(=O)NNC(=O)COc3c(C)cccc3C)CCC2=O)c1,0.0,-0.1,11,-3
CCOC(CCCNc1ncnc2sccc12)OCC,2.1,0.3,25,6
COc1ccc(Br)cc1C(=O)Nc1cc2nn(-c3ccc(C)cc3)nc2cc1C,1.1,1.4,0,7
CN1CCCc2cc(CNC(=O)CCC3(Cc4ccco4)CCC(=O)N3)ccc21 (stereo unspecified),2.9,-0.1,-3,10
COc1ccc(Cl)cc1NC(=O)COC(=O)C1=NNC(=O)CC1,-1.1,0.2,2,6
COc1ccc(NC(=O)COc2ccccc2)c2ccccc12,0.6,0.0,-1,-10
O=C(CSc1ncccn1)Nc1ccc([N+](=O)[O-])cc1,-1.4,0.3,2,47
O=C(NCCCn1ccnc1)c1sc2cccc(F)c2c1Cl,-0.9,0.1,2,-5
Cc1ccc(NC(=O)c2ccccc2NC(=O)c2cccs2)cc1C,-1.0,0.0,-1,-17
CS(=O)(=O)N1CCc2cc(N3CCN(Cc4ccccc4OC(F)F)C3=O)ccc21,0.0,0.0,-43,13
Cc1ccc2nc(/C(C#N)=C\c3ccc[nH]3)[nH]c2c1,0.7,0.0,-46,19

Following part:
Second line of a record: GPR151 ag	FBW7 act	TEAD-YAP inh	MITF primary
O=C1CCCN1Cc1ncnn1-c1ccccc1
 : -1.3	0.2	-12	23
CCOC(=O)C1=C(c2ccccc2)N=c2s/c(=C\c3ccc(C)o3)c(=O)n2C1c1ccc(F)cc1 (stereo unspecified)
 : -1.5	0.4	14	12
COc1ccc(S(=O)(=O)N(C)C2CCCCC2)c2ccccc12
 : -0.8	-0.1	4	-6
CCN1CCc2c(sc(NC(=O)COc3ccccc3)c2C(N)=O)C1
 : -5.6	0.0	-14	-10
COC(=O)/C(C#N)=C\c1ccc(OCc2cccc(F)c2)c(OC)c1
 : -0.5	0.3	-25	12
COc1ccccc1-c1ccc(N2CCN(S(=O)(=O)CCc3ccccc3)CC2)nn1
 : -0.6	-0.1	9	-3
COc1cc2nc(/C=C/c3ccccc3F)n(-c3ccc(C)c(F)c3)c(=O)c2cc1OC
 : 0.2	0.2	-11	13
COc1cc(/C=N/NC(=O)c2ccccc2O)cc(I)c1O
 : -1.1	0.0	-27	-19
COc1ccc(NC(=O)CCCCCN2C(=O)c3ccccc3C2=O)c([N+](=O)[O-])c1
 : 2.4	-0.1	-3	12
N#Cc1c(NC(=O)C2COc3ccccc3O2)sc2c1CCN(Cc1ccccc1)C2 (stereo unspecified)
 : -1.2	-0.1	-8	-8
CCN1CCN(c2cc(C)c3cc(NC(=O)Cn4nc(C)c([N+](=O)[O-])c4C)ccc3n2)CC1
 : -0.9	0.2	-8	-2
CCCn1c(CCC(=O)Nc2ccc(Br)cc2)nc2cccnc21
 : 2.0	0.1	-1	3
c1cc(CNc2nccn3c(-c4ccc5[nH]ccc5c4)cnc23)ccn1
 : -0.4	0.0	-3	0
O=C(Nc1cc(Cl)ccc1Cl)c1cc(S(=O)(=O)NCCc2ccccc2)ccc1F
 : -0.1	0.0	-12	-1
O=C(Cc1ccccc1)NCC(=O)NNC(=O)CSc1ccc(Cl)cc1
 : -1.4	0.1	0	-5

An excerpt of these results, with each value named.
COc1cc2nc(/C=C/c3ccccc3F)n(-c3ccc(C)c(F)c3)c(=O)c2cc1OC
  GPR151 ag = 0.2
  FBW7 act = 0.2
  TEAD-YAP inh = -11
  MITF primary = 13
CCCn1c(CCC(=O)Nc2ccc(Br)cc2)nc2cccnc21
  GPR151 ag = 2.0
  FBW7 act = 0.1
  TEAD-YAP inh = -1
  MITF primary = 3
COC(=O)/C(C#N)=C\c1ccc(OCc2cccc(F)c2)c(OC)c1
  GPR151 ag = -0.5
  FBW7 act = 0.3
  TEAD-YAP inh = -25
  MITF primary = 12

For convenience, two of the compounds above:
Second line of a record: GPR151 ag	FBW7 act	TEAD-YAP inh	MITF primary
CCOC(=O)C1=C(c2ccccc2)N=c2s/c(=C\c3ccc(C)o3)c(=O)n2C1c1ccc(F)cc1 (stereo unspecified)
 : -1.5	0.4	14	12
COc1ccc(S(=O)(=O)N(C)C2CCCCC2)c2ccccc12
 : -0.8	-0.1	4	-6

Next entries:
Second line of a record: GPR151 ag	FBW7 act	TEAD-YAP inh	MITF primary
COc1ccccc1NC(=O)Nc1n[nH]c(-c2ccccc2)n1
 : 0.5	0.4	-5	23
COc1ccc(C(=O)C2CCCN(S(=O)(=O)c3ccc(Cl)s3)C2)c(C)c1 (stereo unspecified)
 : 0.7	-0.1	-1	0
Cc1cccc(NC(=O)/C(=C\c2cccc([N+](=O)[O-])c2)NC(=O)c2ccccc2Cl)c1
 : 0.0	0.1	-6	10
CC(=O)N(CN1C(=O)c2cccc([N+](=O)[O-])c2C1=O)c1ccc2c(c1)oc1ccccc12
 : 1.6	-0.7	-26	-10
Cc1ncc2c(c1CNC(=O)C1CCCO1)CCN(Cc1c(C)nn(C)c1Cl)C2 (stereo unspecified)
 : 1.3	0.0	0	-6
CCn1cc(CNC(=O)c2sc3cc([N+](=O)[O-])ccc3c2Cl)cn1
 : 4.2	-0.1	11	6
Cc1nnc(NC(=O)C2CC(=O)N(c3ccc(F)cc3)C2)s1 (stereo unspecified)
 : 0.1	0.2	12	11
Cc1nc2cc(C(F)(F)F)ccc2n1C
 : 1.1	0.8	-4	14
Cc1cc(Cl)ccc1OC(C)C(=O)Nc1sc(C)c(C)c1C(N)=O (stereo unspecified)
 : 0.1	0.0	6	-5
OCC#CC[N+]1(CC#Cc2ccc(C#CC[N+]3(CC#CCO)CCCCC3)cc2)CCCCC1
 : -0.5	0.5	3	3
O=c1c2nccnc2[nH]c(=S)n1Cc1ccccc1Cl
 : -0.3	0.0	10	9
COc1ccc(C(=O)Nc2c3c(nn2-c2cccc(C)c2)CSC3)cc1OC
 : -0.2	-0.1	1	3
NC1=NC(=O)/C(=C\c2ccc(-c3cccc(Br)c3)o2)S1
 : -1.1	-0.2	-7	-8
CCOc1cc(/C=C2/NC(=O)NC2=O)ccc1OCC(=O)O
 : -0.1	0.0	10	0
CCN(CC)C(=S)SCC(=O)c1cccc2ccccc12
 : 1.5	0.9	-27	-1
O=S(=O)(c1ccccc1Cl)N1CCC(n2nnc3cc(C(F)(F)F)ccc32)CC1
 : 0.8	0.0	9	-5
OCCNCC(O)Cn1c2ccccc2c2ccccc21 (stereo unspecified)
 : 1.5	0.1	7	5
Cc1cccc(NC(=O)C(=O)NCC(c2ccc3c(c2)OCO3)N2CCOCC2)c1 (stereo unspecified)
 : 1.0	-0.3	-12	-2

Screens deposited in PubChem by The Scripps Research Institute Molecular Screening Center.
